Bioassay records from PubChem BioAssay.
F508del corr: CFTR F508del correction in bronchial cells; CFBE cells, YFP halide quenching; stimulated with forskolin plus potentiator P3; % fluorescence drop versus neutral controls; AID 720511; activity (quench increase), % at 7.58 µM; hit rate 0.36% among 350,000;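 active = mean added fluorescence quench of at least 8% versus neutral control, with both replicates also reaching 8%; inconclusive = only one of the mean or replicate conditions met; inactive = mean below 8% and not both replicates reaching 8%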;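 also: cells transiently co-express mutant CFTR-F508del with the halide-sensitive YFP; corrector assay measuring rescue of mutant channel to the surface after 24 h compound exposure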
SIRT5 inh: blocks human SIRT5 desuccinylation of peptide. hit rate 1.1% among 330,000. AID 652115. Q9NXA8. Purified SirT5, succinyl-peptide AMC, trypsin-coupled fluorescence. inhibition, % at 15 µM; in the data active = inhibition above about 15%; inconclusive = no clear call, values can overlap the other calls
ERAP1 HTS inh: inhibitors of human ERAP1 aminopeptidase; Q9NZ08; recombinant ERAP1, Leu-AMC fluorescence, 60 min; inhibition, % at 10.7 µM; hit rate 0.15% among 340,000; AID 652197;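 active = mean replicate inhibition of at least 30%, or all replicates individually reaching that 30% level; inactive = mean below 30% and not every replicate reaching it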;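 also: 0% = neutral control wells and 100% = L-leucinethiol positive control wells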
Target sequence (Q9NZ08 whole entry, looked up): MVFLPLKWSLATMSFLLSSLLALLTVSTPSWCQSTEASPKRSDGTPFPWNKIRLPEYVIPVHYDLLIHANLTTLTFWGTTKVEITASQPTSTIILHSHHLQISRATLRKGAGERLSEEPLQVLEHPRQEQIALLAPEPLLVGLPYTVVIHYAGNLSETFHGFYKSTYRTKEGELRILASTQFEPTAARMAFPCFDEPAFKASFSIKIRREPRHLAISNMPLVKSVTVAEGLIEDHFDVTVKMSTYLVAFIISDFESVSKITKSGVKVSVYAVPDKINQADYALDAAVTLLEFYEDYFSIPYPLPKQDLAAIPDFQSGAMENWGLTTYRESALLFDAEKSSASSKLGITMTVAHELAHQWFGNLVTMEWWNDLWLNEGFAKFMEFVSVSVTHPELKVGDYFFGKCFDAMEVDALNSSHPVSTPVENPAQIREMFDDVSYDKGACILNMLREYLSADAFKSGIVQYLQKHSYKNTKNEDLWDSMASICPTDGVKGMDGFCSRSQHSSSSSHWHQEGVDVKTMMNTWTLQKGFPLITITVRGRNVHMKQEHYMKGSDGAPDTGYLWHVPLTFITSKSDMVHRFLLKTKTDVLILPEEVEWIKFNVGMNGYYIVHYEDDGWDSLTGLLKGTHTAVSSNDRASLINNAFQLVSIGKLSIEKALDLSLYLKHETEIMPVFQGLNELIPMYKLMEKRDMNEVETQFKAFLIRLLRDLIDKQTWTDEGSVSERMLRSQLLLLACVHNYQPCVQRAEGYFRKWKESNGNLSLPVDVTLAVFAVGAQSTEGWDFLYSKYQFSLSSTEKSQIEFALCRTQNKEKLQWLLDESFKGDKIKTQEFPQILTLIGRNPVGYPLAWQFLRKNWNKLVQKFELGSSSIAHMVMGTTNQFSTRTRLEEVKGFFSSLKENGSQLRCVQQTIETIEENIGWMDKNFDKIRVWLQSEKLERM
miR-122 sensor: miR-122 inhibition in Huh7 cells; Huh7 miR-122 Renilla luciferase sensor, 48 h; neutral wells = 0, positive control = 100; activation (reporter increase), % at 12.5 µM; hit rate 0.3% among 340,000; AID 602342;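 active = mean replicate activation score at least 90 and every replicate individually at or above 90; inconclusive = only one of the two criteria met; inactive = neither criterion met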;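 also: higher luciferase means less miR-122 activity so hits act as miR-122 inhibitors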
ERp5 inh: blocks human ERp5 reductase activity on insulin | inhibition, % at 9.99 µM | hit rate 0.05% among 350,000 | ERp5 insulin aggregation, absorbance 650 nm, 90 min;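 active = mean replicate inhibition above about 25%, with every replicate also reaching it, limit read from the data, passing the limit was not always enough; inconclusive = only one of those two criteria met; inactive = neither criterion met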
DENV2 CPE: inhibitors of DENV2 cytopathic effect; hit rate 1.7% among 350,000; DENV2-infected cells, cytopathic effect rescue, plate reader; CPE inhibition, % at 9.99 µM; in the data active = CPE inhibition above about 20%, passing the limit was not always enough; inconclusive = no clear call, values can overlap the other calls; tested in BHK-21 cells;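 also: 0% = median of neutral control wells and 100% = median of positive control wells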
Casp6 inh: blocks human caspase-6 cleavage activity; P55212; purified caspase-6, Z-VEID-R110 cleavage fluorescence; inhibition, % at 12.5 µM; hit rate 0.53% among 350,000; AID 686996;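 active = mean inhibition across replicates at least about 35%, with every replicate also reaching that limit, limit read from the data; inconclusive = only one of the two criteria met; inactive = neither criterion met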;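 also: 0% = median of neutral control wells and 100% = no fluorescence left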
An asterisk follows results filed as active; ? = inconclusive; . = not tested or not shown; [ ] = dose if it differs, or a comment.

1. C[C@H](NC(=O)C[C@H]1C[C@H]2c3cc(NC(=O)Nc4ccc(C(F)(F)F)cc4)ccc3O[C@H]2[C@H](CO)O1)c1ccccc1
2. O=C(O)c1ccccc1C(=O)NCC(O)COc1ccc(Cl)cc1 (stereo not given)
3. COc1ccc2c3c(n(C)c2c1)[C@H](CO)N(Cc1ccc(F)cc1)CC31CN(C)C1
4. CC(=O)N1c2ccc(S(=O)(=O)N(C)CC(=O)N(C)Cc3ccccc3)cc2CC1C (stereo not given)
5. Cc1ccc(C(=O)Nc2cccc(S(=O)(=O)N3CCCCC3)c2)cc1S(=O)(=O)N1CCOCC1
6. COc1nsnc1N1CCOCC1
7. Cc1noc(C)c1NC(=O)N(C)C[C@@H]1Oc2c(NC(=O)Nc3ccc(F)cc3)cccc2C(=O)N([C@H](C)CO)C[C@@H]1C
8. Cc1noc(C)c1S(=O)(=O)Nc1ccc2c(c1)C(=O)N([C@H](C)CO)C[C@@H](C)[C@@H](CN(C)CC1CCCCC1)OCCCC[C@@H](C)O2

screen / no.,1,2,3,4,5,6,7,8
F508del corr,0.4,1.5,-0.8,-1.7,2.0,1.2,-3.0,2.1
SIRT5 inh,2,11,.,-1,-2,-1,-3,0
ERAP1 HTS inh,0,0,-2,8,2,-3,-45,-15
miR-122 sensor,0[16.7 µM],1,.,-6,-7,.,-1[16.7 µM],-6[16.7 µM]
ERp5 inh,-1,-12,1,-1,2,3,23,-3
DENV2 CPE,5,-2,10,-10,-1,0,-8,8
Casp6 inh,0,2,.,.,-2,2,-4,-2

9. CC(O)(c1cccc(F)c1)c1nc(-c2cccc(F)c2)cs1 (stereo not given)
10. CC(C)CN(C(=O)COC(=O)c1ccccn1)c1c(N)n(Cc2ccccc2)c(=O)[nH]c1=O
11. CC(=O)N/C(=N/c1nc(C)cc(C)n1)Nc1cc(C)cc(C)c1
12. CCOc1ccccc1NC(=O)C1CCCN1S(=O)(=O)c1ccc2c(c1)C(C)(C)C(=O)N2C (stereo not given)
13. CCC(=O)N1c2ccc(S(=O)(=O)N3CCN(c4cc(C)ccc4C)CC3)cc2CC1C (stereo not given)
14. COc1ccccc1CNC(=O)C[C@@H]1C[C@@H]2c3cc(N(C)C)ccc3O[C@@H]2[C@H](CO)O1
15. CC(C(=O)Nc1ccncc1)(c1ccccc1)c1ccccc1
16. CC(C)(C)c1cc(C(F)(F)F)n2ncc(-c3ccccc3)c2n1

screen / no.,9,10,11,12,13,14,15,16
F508del corr,3.0,1.1,-0.8,1.1,4.0,3.0,-0.7,0.6
SIRT5 inh,-3,-4,3,-2,-1,-3,-3,1
ERAP1 HTS inh,-6,2,-1,4,2,-2,-4,0
miR-122 sensor,10,3,1,-5,.,-4[16.7 µM],.,-4
ERp5 inh,6,5,-2,-1,-1,0,6,-2
DENV2 CPE,4,6,-2,?,3,4,-4,-3
Casp6 inh,5,-1,-4,1,1,7,-1,1

17. O=S(=O)(c1cccs1)N1CCC(CO)(Cc2ccc(Cl)cc2)CC1
18. Cc1cc(OCC(=O)Nc2cnn(CCCC(=O)O)c2)ccc1[N+](=O)[O-]
19. CN(C)CC#Cc1ccc([C@H]2[C@@H](CO)N3CCCCN(C(=O)Nc4ccccc4F)C[C@@H]23)cc1
20. COc1cc(C(=O)Nc2ccc(C(F)(F)F)cc2)ccc1OCC(=O)N1CCOCC1
21. C[C@@H]1CN([C@@H](C)CO)C(=O)c2cccc(NC(=O)c3cnccn3)c2O[C@H]1CN(C)C(=O)Nc1cccc2ccccc12
22. CC(=O)c1c(NCCc2ccccc2)cc(C)oc1=O
23. N#Cc1cnn(-c2ccccc2)c1NC(=O)CN1CCOCC1
24. CCn1ccnc1CN1CCC(CO)(CCOc2ccccc2)CC1

screen / no.,17,18,19,20,21,22,23,24
F508del corr,-1.6,-0.7,-1.7,2.1,5.2,0.6,-0.6,-1.4
SIRT5 inh,4,-1,-2,-1,6,-1,-2,7
ERAP1 HTS inh,1,0,-2,-6,2,1,-1,-1
miR-122 sensor,.,0,-1[16.7 µM],-5,0[16.7 µM],1,0,12
ERp5 inh,-2,2,1,7,-3,5,2,3
DENV2 CPE,3,8,-2,-15,.,-7,6,3
Casp6 inh,9,0,-1,-1,-2,-6,-1,4

25. CC(=O)OCC(=O)Nc1ccccc1C
26. CSc1ccc(CN2C(=O)C(C)Sc3ccc(C(C)=O)cc32)cc1 (stereo not given)
27. O=C(O)c1cc(S(=O)(=O)N2CCN(S(=O)(=O)c3ccc4ccccc4c3)CC2)ccc1Br
28. CCCN1C[C@H](C)[C@H](OC)CN(C)C(=O)c2ccc(NC(=O)CC(F)(F)F)cc2OC[C@H]1C
29. Cc1ccc(C(c2nnnn2CS(=O)(=O)c2ccc(C)cc2)N2CCCC2)cc1 (stereo not given)
30. COc1ccc(CCNc2nc(C)cc(C)n2)cc1OC
31. CCOC(=O)c1c(-c2ccccc2)oc2cc(CN(C)C)c(O)c(CN(C)C)c12
32. O=[N+]([O-])c1ccc(NCCCO)c(C(F)(F)F)c1

screen / no.,25,26,27,28,29,30,31,32
F508del corr,-0.1,-0.1,-5.0,1.9,0.1,-1.1,3.1,.
SIRT5 inh,2,-4,6,-1,-7,1,-1,2
ERAP1 HTS inh,2,-3,2,-2,0,0,1,8
miR-122 sensor,8,-4,2,.,8,0,.,-7
ERp5 inh,-2,1,-4,11,-2,1,3,0
DENV2 CPE,-6,-2,-11,13,-4,-3,-11,.
Casp6 inh,2,-1,40*,-2,-6,-2,-23,-3

33. CCOC(=O)c1c(NC(C)=O)sc(C(=O)NC2CCCC2)c1C
34. O=C(NCC[C@@H]1CC[C@H](NS(=O)(=O)c2ccc(F)cc2)[C@H](CO)O1)c1ccccc1F
35. COC(CNC(=O)CC1C(=O)N(Cc2ccccc2)C(C)c2nc3ccccc3n21)OC (stereo not given)
36. C[C@@H]1CN([C@@H](C)CO)C(=O)c2cc(C3=CCCCC3)cnc2O[C@H]1CN(C)C(=O)c1ccc2c(c1)OCO2
37. COc1cc(CNC(=O)c2ccc3oc(C(C)C)nc3c2)cc(OC)c1
38. Nc1nc(SCc2nc3scc(-c4ccccc4)c3c(=O)[nH]2)n[nH]1
39. C[C@@H]1CN([C@@H](C)CO)C(=O)c2cccc(NC(=O)C3CCCCC3)c2O[C@H]1CN(C)CC1CCCCC1
40. O=C(CCN1C(=O)/C(=C/c2ccc(Cl)cc2)SC1=S)Nc1cccc(C(=O)O)c1

screen / no.,33,34,35,36,37,38,39,40
F508del corr,2.9,0.0,1.5,0.1,3.0,-0.7,-2.1,-0.2
SIRT5 inh,-10,-7,2,6,0,4,5,-1
ERAP1 HTS inh,3,-4,3,-1,2,0,-1,-1
miR-122 sensor,-2,.,4,9[16.7 µM],-8,-6,1[16.7 µM],2
ERp5 inh,0,-3,-1,-3,3,3,0,1
DENV2 CPE,-1,2,2,1,-5,10,17,4
Casp6 inh,-3,0,0,0,1,2,-1,8

41. Cc1ccc(C(=O)Sc2cccccc2=O)cc1
42. CCN(CC)C(=O)Cn1cc(C(=O)C(=O)NCCc2c[nH]c3ccccc23)c2ccccc21
43. C[C@H](CO)N1C[C@H](C)[C@H](CN(C)CC2CCOCC2)Oc2ncc(C#Cc3ccncc3)cc2C1=O
44. CC(=O)Nc1ccc(S(=O)(=O)NCCc2ccccn2)cc1
45. C[C@@H]1CN([C@H](C)CO)C(=O)Cc2cc(NC(=O)Cc3cn(C)c4ccccc34)ccc2O[C@H]1CN(C)S(C)(=O)=O
46. COc1ccc(C=C2OC(=O)C(C(C)=O)=C2O)cc1
47. Cc1cc(C)cc(OCC(=O)Nc2nc(-c3cccnc3)cs2)c1
48. S=C(Nc1ccc(Cl)cc1)N1CCOCC1

screen / no.,41,42,43,44,45,46,47,48
F508del corr,2.2,1.8,-0.7,0.8,4.3,-4.0,-6.1,.
SIRT5 inh,6,4,3,0,0,11,-2,-3
ERAP1 HTS inh,-3,-3,-1,0,5,0,5,4
miR-122 sensor,.,-2,4[16.7 µM],.,-5[16.7 µM],.,4,1
ERp5 inh,0,2,5,-2,2,0,2,-9
DENV2 CPE,?,1,-9,7,?,1,-2,.
Casp6 inh,16,-1,0,-2,-1,11,5,-1

49. C[C@H]1CN([C@@H](C)CO)C(=O)c2cc(NC(=O)Nc3ccccc3)ccc2O[C@H]1CN(C)Cc1ccc(C(=O)Nc2ccccc2N)cc1
50. Cc1c(O)ccc(-c2n[nH]c(C(=O)O)c2-c2nc3ccccc3s2)c1O
51. CO[C@@H]1CN(C)C(=O)c2cc(NS(=O)(=O)c3c(C)noc3C)ccc2OC[C@H](C)NC[C@@H]1C
52. Cc1noc(C)c1NC(=O)Nc1ccc2c(c1)C(=O)N([C@H](C)CO)C[C@H](C)[C@H](CN(C)C(=O)Nc1cccc3ccccc13)OCCCC[C@@H](C)O2

screen / no.,49,50,51,52
F508del corr,0.7,-2.0,-0.9,0.1
SIRT5 inh,4,-2,-4,.
ERAP1 HTS inh,.,8,1,.
miR-122 sensor,32[16.7 µM],2,.,4[16.7 µM]
ERp5 inh,-3,3,-2,.
DENV2 CPE,.,-5,9,-13
Casp6 inh,.,10,-1,.

From compound 40 as far as 52, as listed above:
40. O=C(CCN1C(=O)/C(=C/c2ccc(Cl)cc2)SC1=S)Nc1cccc(C(=O)O)c1
41. Cc1ccc(C(=O)Sc2cccccc2=O)cc1
42. CCN(CC)C(=O)Cn1cc(C(=O)C(=O)NCCc2c[nH]c3ccccc23)c2ccccc21
43. C[C@H](CO)N1C[C@H](C)[C@H](CN(C)CC2CCOCC2)Oc2ncc(C#Cc3ccncc3)cc2C1=O
44. CC(=O)Nc1ccc(S(=O)(=O)NCCc2ccccn2)cc1
45. C[C@@H]1CN([C@H](C)CO)C(=O)Cc2cc(NC(=O)Cc3cn(C)c4ccccc34)ccc2O[C@H]1CN(C)S(C)(=O)=O
46. COc1ccc(C=C2OC(=O)C(C(C)=O)=C2O)cc1
47. Cc1cc(C)cc(OCC(=O)Nc2nc(-c3cccnc3)cs2)c1
48. S=C(Nc1ccc(Cl)cc1)N1CCOCC1
49. C[C@H]1CN([C@@H](C)CO)C(=O)c2cc(NC(=O)Nc3ccccc3)ccc2O[C@H]1CN(C)Cc1ccc(C(=O)Nc2ccccc2N)cc1

screen / no.,40,41,42,43,44,45,46,47,48,49
F508del corr,-0.2,2.2,1.8,-0.7,0.8,4.3,-4.0,-6.1,.,0.7
SIRT5 inh,-1,6,4,3,0,0,11,-2,-3,4
ERAP1 HTS inh,-1,-3,-3,-1,0,5,0,5,4,.
miR-122 sensor,2,.,-2,4[16.7 µM],.,-5[16.7 µM],.,4,1,32[16.7 µM]
ERp5 inh,1,0,2,5,-2,2,0,2,-9,-3
DENV2 CPE,4,?,1,-9,7,?,1,-2,.,.
Casp6 inh,8,16,-1,0,-2,-1,11,5,-1,.

50. Cc1c(O)ccc(-c2n[nH]c(C(=O)O)c2-c2nc3ccccc3s2)c1O
51. CO[C@@H]1CN(C)C(=O)c2cc(NS(=O)(=O)c3c(C)noc3C)ccc2OC[C@H](C)NC[C@@H]1C
52. Cc1noc(C)c1NC(=O)Nc1ccc2c(c1)C(=O)N([C@H](C)CO)C[C@H](C)[C@H](CN(C)C(=O)Nc1cccc3ccccc13)OCCCC[C@@H](C)O2

screen / no.,50,51,52
F508del corr,-2.0,-0.9,0.1
SIRT5 inh,-2,-4,.
ERAP1 HTS inh,8,1,.
miR-122 sensor,2,.,4[16.7 µM]
ERp5 inh,3,-2,.
DENV2 CPE,-5,9,-13
Casp6 inh,10,-1,.
